# HKDC1 inhibitor = HKDC1 (human) hexokinase inhibition. Q2TB90. recombinant HKDC1, G6PDH/diaphorase resazurin coupled fluorescence. inhibition, % at 20 µM. hit rate 0.16% among 340,000. AID 493160;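 active = inhibition above about 35% when tested at 20 µM, limit read from the data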;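 also: plate controls were DMSO wells with enzyme for no effect and DMSO wells lacking enzyme for full effect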
#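 Material: recombinant HKDC1 hexokinase; Amount: HKDC1 at 5 µg/mL; Medium: Tris pH 8.0 buffer with MgCl2, Tween-20, BSA, BME; Schedule: 90 min reaction incubation at room temperature, dark; Technique: coupled resazurin fluorescence, excitation 525 nm, emission 613 nm.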
# APOBEC3A inh = blocks human APOBEC3A ssDNA deamination. inhibition, % at 20 µM. AID 493011. recombinant A3A, FAM/TAMRA ssDNA deamination fluorescence. hit rate 0.41% among 330,000. P31941;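 active = at least 40% inhibition at 20 µM here, with at most 30% in a related deaminase screen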;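 also: plate controls were A3A with DMSO for no effect and wells lacking A3A enzyme for full effect; some results filed as inactive read as strong as hits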
# mIAP act = increases mouse intestinal alkaline phosphatase activity | AID 2805 | muIAP, CDP-Star luminescence, 30 min; stronger effect = higher value; 1 = vehicle-only enzyme signal, 0 = enzyme-free wells | hit rate 0.24% among 330,000 | activation factor at 10 µM;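 active = activation factor of at least 2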; also: the source names both 10 and 20 µM as test concentration; values of inactives mirror those of a sister screen read the other way
#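 also added = chemiluminescent substrate CDP-Star | test system = mouse IAP enzyme | signal = chemiluminescence readout | compound = DMSO-dissolved test compounds | incubation = 30 min at room temperature | benchmarks = DMSO wells, no-enzyme wells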
# ATG4B inhibitor = ATG4B (human) cysteine protease inhibition. ATG4B cleavage of LC3-PLA2, NBD-HPC fluorescence, 1 h. hit rate 0.51% among 340,000. Q9Y4P1. inhibition, % at 8.33 µM; in the data active = inhibition above about 40%
# Target sequence (Q9Y4P1 whole entry, looked up): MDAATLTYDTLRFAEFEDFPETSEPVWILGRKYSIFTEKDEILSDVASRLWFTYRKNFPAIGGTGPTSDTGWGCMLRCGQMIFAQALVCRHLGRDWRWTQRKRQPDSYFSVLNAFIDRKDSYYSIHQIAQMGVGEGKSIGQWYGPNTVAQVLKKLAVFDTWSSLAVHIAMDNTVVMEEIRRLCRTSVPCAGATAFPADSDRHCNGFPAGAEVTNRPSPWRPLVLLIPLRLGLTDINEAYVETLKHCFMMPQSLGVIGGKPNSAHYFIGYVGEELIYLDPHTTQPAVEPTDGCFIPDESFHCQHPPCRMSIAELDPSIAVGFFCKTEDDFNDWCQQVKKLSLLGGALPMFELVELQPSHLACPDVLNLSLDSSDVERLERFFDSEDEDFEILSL
# hIAP block = human IAP inhibition; P09923; purified IAP, CDP-Star luminescence, 30 min; inhibition, % at 10 µM; hit rate 0.12% among 330,000;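 active = inhibition reaching a set limit with compound at 10 µM in the primary screen, cut at about 35% in these data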;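 also: plate controls were DMSO wells with enzyme for no effect and no-enzyme buffer wells for full effect; values of inactives mirror those of a sister screen read the other way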
# Target sequence (P09923 whole entry, looked up): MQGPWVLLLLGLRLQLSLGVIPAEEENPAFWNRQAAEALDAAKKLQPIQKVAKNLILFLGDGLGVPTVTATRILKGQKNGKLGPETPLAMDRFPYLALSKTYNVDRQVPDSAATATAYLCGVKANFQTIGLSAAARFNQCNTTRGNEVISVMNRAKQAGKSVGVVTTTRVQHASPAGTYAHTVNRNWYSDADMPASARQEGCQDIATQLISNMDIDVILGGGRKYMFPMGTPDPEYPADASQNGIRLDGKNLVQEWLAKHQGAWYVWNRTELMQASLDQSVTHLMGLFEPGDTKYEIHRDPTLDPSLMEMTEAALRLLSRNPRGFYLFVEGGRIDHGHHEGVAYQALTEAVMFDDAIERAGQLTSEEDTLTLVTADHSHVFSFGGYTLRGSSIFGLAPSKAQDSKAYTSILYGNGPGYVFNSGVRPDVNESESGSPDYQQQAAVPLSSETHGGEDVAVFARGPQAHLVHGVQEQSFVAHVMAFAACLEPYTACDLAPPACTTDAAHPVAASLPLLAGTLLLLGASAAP
# mIAP block = mouse IAP inhibition. purified mouse IAP, CDP-Star luminescence, 30 min. inhibition, % at 10 µM. hit rate 0.2% among 330,000. AID 2806;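 active = inhibition of at least 40% at 10 µM in the primary screen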;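 also: plate controls were DMSO with enzyme for no effect and no enzyme wells for full effect; values of inactives mirror those of a sister screen read the other way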
# hIAP act = human IAP activation | purified human IAP, CDP-Star luminescence, 30 min; stronger effect = higher value; 1 = vehicle-only enzyme, 0 = enzyme-free background | hit rate 0.16% among 330,000 | AID 2524 | activation factor at 10 µM;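 active = activation factor of the enzyme at least 2-fold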; also: the source names both 10 and 20 µM as test concentration; values of inactives mirror those of a sister screen read the other way
# PfGluPho inh = PfG6PD (Plasmodium falciparum) enzyme inhibition; PfGluPho enzyme, NADPH resazurin-diaphorase fluorescence; inhibition, % at 20 µM; hit rate 0.78% among 350,000;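 active = inhibition reaching at least a set limit at 20 µM in the primary screen, cut at about 59% in these data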;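 also: 0% = DMSO wells with substrate and 100% = DMSO wells lacking glucose-6-phosphate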
# Starred values were filed as active, the others as inactive; x = no result given.
SMILES,HKDC1 inhibitor,APOBEC3A inh,mIAP act,ATG4B inhibitor,hIAP block,mIAP block,hIAP act,PfGluPho inh
CC1(C)Cc2ccccc2-c2nnc(SCC(=O)Nc3nc4ccccc4s3)n21,-11,-2,0.96,42*,-12,4,1.1,7
Cc1cccc(OCC(=O)N2CCC3(CC2)CC(=O)c2ccccc2O3)c1,-2,4,0.99,-12,-16,1,1.2,-1
CC(C)(C)c1ccc(O)c(N=Cc2cc(Br)ccc2O)c1,1,-7,0.83,24,5,17,0.95,23
Cc1cccc(NC2=C(Cl)C(=O)OC2OC(=O)c2ccco2)c1 (configuration not stated),-2,-4,0.97,7,5,3,0.95,25
CC1CC(=O)Nc2ccccc2N1S(=O)(=O)c1ccc(Br)cc1 (configuration not stated),-1,-2,1.1,-13,-5,-13,1,-3
CC(C)(C)NC(=O)NC(=O)COC(=O)c1cccc(S(=O)(=O)N2CCCCC2)c1,7,-3,0.99,-5,-13,1,1.1,18
COc1cccc(N2CCN(C(=O)c3cc4c(OC)c(OC)c(OC)cc4[nH]3)CC2)c1,-4,-5,0.95,-4,-4,5,1,-7
CCc1ccc(Nc2nnc(SCC(=O)N(C)CC(=O)Nc3ccccc3CC)s2)cc1,-9,-6,1.2,14,-14,-17,1.1,9
Cc1cc(N2CCN(C3CCCCC3)CC2)n2nc(C)nc2n1,-7,-2,1,3,10,0,0.9,4
COc1cc(O)c(C(CC(=O)N2CCOCC2)c2ccc3c(c2)OCO3)c(OC)c1 (configuration not stated),-7,1,1.1,-3,-15,-12,1.1,1
S=C1NCN(Cc2cccnc2)CN1,-3,-3,0.97,-2,-4,3,1,7
COc1ccccc1N1CCN(C(=O)Cn2nc(C(F)(F)F)c3c2CCC3)CC1,-6,-4,1,13,1,0,0.99,-3
CC1CCCC(C)N1CCCNC(=O)CN1C(=O)c2cccnc2Oc2ccc(Cl)cc21 (configuration not stated),2,-3,0.97,-6,10,3,0.9,5
CC(C)n1ncc2c(C(=O)N3CCN(Cc4ccc(Cl)s4)CC3)cc(C3CC3)nc21,4,-2,0.92,-11,18,8,0.81,14
Cc1ccccc1CN(C)C(C)C(=O)Nc1ccccc1F (configuration not stated),-8,-3,1,4,-22,-2,1.2,2
Cc1ccc(C(=O)N2CCN(c3ncccn3)CC2)cc1NC1=NC2CS(=O)(=O)CC2S1 (configuration not stated),-5,-5,1,-3,0,-1,1,-6
COc1cc(/C=C/C(=O)c2ccccc2O)cc(OC)c1OC,2,-2,0.98,-26,-3,2,1,1
COc1ccc(C(C)=O)cc1CN(c1ccccc1OC)S(=O)(=O)c1cccs1,-4,-3,0.93,-5,10,7,0.9,27
COc1ccccc1CCNC(=O)C1(C)CC1(Cl)Cl (configuration not stated),-3,-1,0.92,-15,-2,8,1,7
CC(C)CNS(=O)(=O)c1ccc(CCC(=O)N2CCN(c3ccc(F)cc3)CC2)cc1,-6,0,1,-1,-3,-1,1,9
O=C(COC(=O)/C=C/c1ccc(C(F)(F)F)cc1)NC1CC1,-1,-1,0.94,-7,-4,6,1,3
O=C(Nc1ccc2c(c1)Cc1ccccc1-2)c1ccc(Br)o1,0,0,0.95,7,11,5,0.89,10
COc1ccc(NS(=O)(=O)c2cc(NC(=O)Cn3cnc4c3c(=O)n(C)c(=O)n4C)ccc2C)cc1,3,8,1,-10,4,-2,0.96,-6
Nc1nonc1C(=O)NCCNCc1ccccc1,-12,-6,1,8,-9,0,1.1,-24
CC(C)OC(=O)CSc1nnc(-c2ccco2)n1N,-4,3,1,7,3,-2,0.97,-16
CCCCCC1CCC(C(=O)N2CCOCC2)CC1 (configuration not stated),-8,0,0.99,2,-16,1,1.2,-14
CC(=O)N(C)C1=C(O)c2ccccc2C(=O)C1=O,9,-3,1,-7,-5,0,1,-14
O=C(Cc1ccccc1)Nc1ccc2[nH]ncc2c1,13,-7,1.1,-9,-6,-9,1.1,3
COc1ccc(Cn2c(-c3ccc(C)cc3)c[n+]3ccccc23)cc1,-10,0,0.94,2,4,6,0.96,0
COc1ccc(-c2nnc(N)s2)cc1,-1,-4,0.95,-5,-24,5,1.2,16
COc1ccc(/C=N/NC(=O)c2ccc(CN3c4cccc5cccc(c45)S3(=O)=O)cc2)cc1,6,2,0.97,7,16,3,0.84,-9
COc1cc(/C=C/C(C)=O)cc(OC)c1OC,-4,0,0.97,-6,6,3,0.94,3
Cc1c(NC(=S)/C=C2\N(C)c3ccccc3C2(C)C)c(=O)n(-c2ccccc2)n1C,-7,-8,0.89,-1,4,11,0.96,16
CO/N=C/C(=N\Nc1ccccc1)C(=O)c1ccccc1,8,-2,0.86,7,10,14,0.9,-2
NC(=O)CSc1nnc(-c2cccc(S(=O)(=O)N3CCOCC3)c2)n1C1CCCCCC1,-8,1,1,5,-7,-3,1.1,-12
Cc1ccc2nc(/N=C(\N)NC(=O)N3c4ccccc4Sc4ccccc43)nc(C)c2c1,-5,-2,0.91,-11,2,9,0.98,2
O=C(CCNS(=O)(=O)c1ccccc1F)OCc1ccccc1Cl,1,3,1,9,-7,-3,1.1,3
COc1ccc(OC)c(Nc2cc(C)c3ccccc3n2)c1,6,-8,0.91,-2,-26,9,1.3,15
N#Cc1c(-c2ccc(Cl)cc2)c(C#N)c(=O)n(N)c1N,-11,0,1.1,-12,-3,-7,1,-9
O=c1c(O)c(-c2ccc(O)cc2)oc2cc(O)cc(O)c12,-7,18,0.63,-12,6,37,0.94,-20
O=C(NNc1cccc(Cl)n1)Nc1ccccc1,-1,-3,1,-2,-2,-3,1,27
CCc1ccc(N(C(=O)c2snc(C(N)=O)c2N)C(C(=O)NCC2CCCO2)c2ccco2)cc1 (configuration not stated),-2,1,0.98,0,-7,2,1.1,13
CCN1CCN(C(=S)Nc2ccc(C(C)=O)cc2)CC1,-10,0,0.92,-5,-3,8,1,19
Cc1ccc(NC(=O)C2CCCCC2C(=O)O)cc1C (configuration not stated),-4,2,0.96,-9,7,4,0.93,-7
COC(=O)C1CCN(C(=O)N2CCOCC2)CC1,-6,1,1.1,-2,2,-8,0.98,11
Cc1cc(C)c(NC(=O)c2sc3nc(C)[nH]c(=O)c3c2C)c(C)c1,x,0,0.9,x,-10,10,1.1,x
COc1ccc(-c2cc3nc(C)c(CCC(=O)N4CCN(c5ccccn5)CC4)c(C)n3n2)c(OC)c1,-5,0,0.99,-10,-8,0,1.1,10
O=C1OCc2nc3cc4c(cc3c(-c3ccc(F)cc3)c21)OCO4,-1,0,1,-4,-9,0,1.1,-2
Cc1cc(C(=O)CCC(=O)N2CCN(c3ccccc3F)CC2)c(C)s1,-5,-2,1.1,-6,-2,-6,1,18
NC(=O)C1CCN(c2oc(-c3cccs3)nc2S(=O)(=O)c2ccc(Br)cc2)CC1,-2,-4,1,25,-2,-2,1,4
CN(CC(=O)NC(=O)NC1CCCCC1)CC(=O)Nc1ccc(OC(F)(F)F)cc1,4,-6,0.92,-16,-12,8,1.1,23
C=CCN1CCN(C(=O)CCCc2ccccc2)CC1,-2,-6,1.1,0,-6,-7,1.1,-4
CCOC(=O)N1CCN(c2cc(N3CCOCC3)c(F)cc2[N+](=O)[O-])CC1,4,-5,1,-2,6,0,0.94,-7
CCN(CC)S(=O)(=O)c1ccc(N2CC(C(=O)NCc3ccc4c(c3)OCO4)CC2=O)cc1 (configuration not stated),1,-3,1,-2,6,-3,0.94,-9
COc1ccc(NC(=O)C(=O)Nc2cccc3cccnc23)cc1OC,-2,1,0.98,5,-54,2,1.5,-3
CCCCCCC(=O)N1C/C=C\C(c2ccc(OC)cc2)N(Cc2ccc(F)cc2)C(=O)C1 (configuration not stated),-2,-4,1.2,-2,4,-18,0.96,-1
O=C(COC(=O)c1cc(Cl)nc(Cl)c1)NCCc1ccc(F)cc1,-1,-4,0.95,-7,-3,5,1,2
Cc1nnc(SCC(=O)Nc2nnc(-c3ccccc3)o2)s1,-3,-1,0.93,-7,-2,7,1,-5
CCOC(=O)N1CCN(S(=O)(=O)c2cc(Br)cc3c2N(C(=O)C2CC2)CC3)CC1,-1,1,0.89,-16,9,11,0.91,-27
O=C(Nc1ccc(Nc2ccccc2)cc1)c1ccc(Cl)cc1Cl,0,3,0.98,1,6,2,0.94,14

# The last two entries of the part before come first, to join the parts.
SMILES,HKDC1 inhibitor,APOBEC3A inh,mIAP act,ATG4B inhibitor,hIAP block,mIAP block,hIAP act,PfGluPho inh
CCOC(=O)N1CCN(S(=O)(=O)c2cc(Br)cc3c2N(C(=O)C2CC2)CC3)CC1,-1,1,0.89,-16,9,11,0.91,-27
O=C(Nc1ccc(Nc2ccccc2)cc1)c1ccc(Cl)cc1Cl,0,3,0.98,1,6,2,0.94,14
O=C(NCCN1CCOCC1)c1c(F)c(F)c(F)c(F)c1F,0,-4,0.94,6,23,6,0.77,6
O=C1CN(C(=O)COC(=O)CCCOc2ccccc2)c2ccccc2N1,-8,0,1,3,-6,-2,1.1,-17
CC(=O)N1CCN(C(=O)c2ccc3c(c2)OCCO3)CC1,-4,2,1,10,-6,0,1.1,-15
CCc1nc(C)ccc1OCC(=O)O,-5,-3,0.89,4,-34,11,1.3,-6
CNc1nn(-c2cccc(Cl)c2)nc1N,-2,-1,0.91,5,-21,9,1.2,-3
CN1CCC(=NNC(=O)CN(c2cccc(Cl)c2)S(C)(=O)=O)CC1,-12,-3,1,-9,-1,0,1,3
O=S(=O)(c1ccc2ccccc2c1)N1CCC(c2nc(-c3ccncc3)no2)CC1,-10,1,0.98,-17,16,2,0.84,0
COc1ccc(NC(=O)C2CCN(S(=O)(=O)c3c(C)noc3C)CC2)cc1Cl,2,4,1.4,-4,9,-37,0.91,-4
Cc1cc(C)cc(NC(=O)CN2CCc3cc4c(cc3C2C)OCCCO4)c1 (configuration not stated),6,-4,1,-8,6,-2,0.94,7
O=C1C=C(c2cc(C(F)(F)F)cc(C(F)(F)F)c2)C[C@@H](c2ccc3c(c2)OCO3)C1,-2,4,0.86,-6,-1,14,1,1
CCc1ccc(NC(=O)NCCCN2CCCC2=O)cc1,-4,-4,0.99,2,21,1,0.79,7
OC(CN1CCN(Cc2ccccc2)CC1)Cn1c2ccccc2c2ccccc21 (configuration not stated),-5,-7,0.92,-8,-10,8,1.1,2
CC(=O)c1ccc(S(=O)(=O)Nc2ccc(C(=O)NCC(c3ccccc3)N(C)C)cc2)cc1 (configuration not stated),0,4,1,6,0,-4,1,-23
Cc1cccc(N2CCN(C(=O)c3cc4c(=O)[nH]c5ccccc5c4n3C)CC2)c1C,-3,-2,1.1,6,-4,-8,1,15
COc1ccccc1C(=O)NCCC(=O)NCC(C)(C)N1CCOCC1,-8,-1,0.99,-3,4,1,0.96,4
CC1CCC(=NNc2ccc(C(F)(F)F)cc2[N+](=O)[O-])CC1 (configuration not stated),-3,-1,0.86,-10,-5,14,1,4

# An excerpt from above in order of the ATG4B inhibitor value, high to low:
molecule | ATG4B inhibitor
CC(=O)c1ccc(S(=O)(=O)Nc2ccc(C(=O)NCC(c3ccccc3)N(C)C)cc2)cc1 (configuration not stated) | 6
CNc1nn(-c2cccc(Cl)c2)nc1N | 5
CC1CCC(=NNc2ccc(C(F)(F)F)cc2[N+](=O)[O-])CC1 (configuration not stated) | -10

# For convenience, 4 of the compounds above:
SMILES,HKDC1 inhibitor,APOBEC3A inh,mIAP act,ATG4B inhibitor,hIAP block,mIAP block,hIAP act,PfGluPho inh
O=C(NCCN1CCOCC1)c1c(F)c(F)c(F)c(F)c1F,0,-4,0.94,6,23,6,0.77,6
O=C1CN(C(=O)COC(=O)CCCOc2ccccc2)c2ccccc2N1,-8,0,1,3,-6,-2,1.1,-17
CC(=O)N1CCN(C(=O)c2ccc3c(c2)OCCO3)CC1,-4,2,1,10,-6,0,1.1,-15
CCc1nc(C)ccc1OCC(=O)O,-5,-3,0.89,4,-34,11,1.3,-6

# Screening results from PubChem.
